# Compound activity deposited in PubChem BioAssay by several laboratories.
# RGS4 act: RGS4 potentiators or activators, primary screen, cell-based, HEK293 M3R inducible RGS4, calcium flux; carbachol calcium flux Fluo4; active compounds read low; B-score at 10 µM; hit rate 0.92% among 310,000; AID 463111, 2010;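 active means B-score of the integrated calcium signal more than 4 SD below the library mean, with starting fluorescence not abnormally high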;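 further: negative B-score means reduced calcium response which marks RGS4 activation or potentiation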
#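 test system = M3R-expressing HEK293 line, RGS4 induced by doxycycline | probe or stimulus = carbachol at ECmax as muscarinic agonist stimulus | timing = dye loading 30 min 37 °C, buffer rest 30 min RT | signal = calcium dye Fluo4 fluorescence | evaluation = B score from integrated fluorescence ratio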
# Platelet DG rel: inhibitors of platelet dense granule secretion, primary screen, cell-based, MLPCN, human platelets; human platelet-rich plasma, SFLLRN dense granule ATP release, luminescence; AID 1663, 2009; inhibition, %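 (compounds screened at 7.5 µM in platelet-rich plasma)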; hit rate 0.22% among 300,000;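 active means mean replicate score, as percent of positive control, at or above 50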
# TRPC4 inh: inhibitors of mouse TRPC4 channel, primary screen, Fluo4 calcium, HEK293 TRPC4beta/mu-opioid cells. DAMGO-evoked Fluo4 calcium flux; active compounds read low. B-score at 10 µM. Short transient receptor potential channel 4 (Mus musculus), Q9QUQ5. hit rate 0.39% among 300,000;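 active means B-score over 3 SD under the library average, no early fluorescence shift, positive overall ratio signal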
#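 Test system – stable TRPC4beta/mu-opioid receptor HEK293 cells · Probe or stimulus – DAMGO, a submaximal dose followed by a maximal one · Dosing – one concentration per compound · Signal – Fluo4 calcium fluorescence by kinetic imaging, 5 s 1 Hz baseline · Evaluation – per-well B score of integrated baseline-normalized Fluo4 ratio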
# HIF act: HIF pathway transcriptional activators, primary screen, cell-based, U2OS HRE-luciferase, luminescence. activation, % at 7.5 µM (by protocol). U2OS HRE-luciferase reporter; normalized: DMSO 0%, desferrioxamine 100%. AID 1910, 2009. hit rate 0.32% among 300,000;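 active means mean activation of at least 10% of the iron chelator positive control signal, with at least half of replicates also reaching 10%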
# TRPC6 activator: mouse TRPC6 channel activators, primary screen, cell-based, HEK293, membrane potential dye. HEK293-TRPC6 membrane potential dye fluorescence; active compounds read high. hit rate 0.13% among 310,000. B-score at 10 µM. Short transient receptor potential channel 6 (Mus musculus), Q61143;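 active means B-score of the integrated fluorescence ratio above library mean plus 3 SD, and starting fluorescence ratio within library mean plus 5 SD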;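 further: higher score means more depolarization so channel activation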
# Target sequence (Q61143 whole entry, looked up): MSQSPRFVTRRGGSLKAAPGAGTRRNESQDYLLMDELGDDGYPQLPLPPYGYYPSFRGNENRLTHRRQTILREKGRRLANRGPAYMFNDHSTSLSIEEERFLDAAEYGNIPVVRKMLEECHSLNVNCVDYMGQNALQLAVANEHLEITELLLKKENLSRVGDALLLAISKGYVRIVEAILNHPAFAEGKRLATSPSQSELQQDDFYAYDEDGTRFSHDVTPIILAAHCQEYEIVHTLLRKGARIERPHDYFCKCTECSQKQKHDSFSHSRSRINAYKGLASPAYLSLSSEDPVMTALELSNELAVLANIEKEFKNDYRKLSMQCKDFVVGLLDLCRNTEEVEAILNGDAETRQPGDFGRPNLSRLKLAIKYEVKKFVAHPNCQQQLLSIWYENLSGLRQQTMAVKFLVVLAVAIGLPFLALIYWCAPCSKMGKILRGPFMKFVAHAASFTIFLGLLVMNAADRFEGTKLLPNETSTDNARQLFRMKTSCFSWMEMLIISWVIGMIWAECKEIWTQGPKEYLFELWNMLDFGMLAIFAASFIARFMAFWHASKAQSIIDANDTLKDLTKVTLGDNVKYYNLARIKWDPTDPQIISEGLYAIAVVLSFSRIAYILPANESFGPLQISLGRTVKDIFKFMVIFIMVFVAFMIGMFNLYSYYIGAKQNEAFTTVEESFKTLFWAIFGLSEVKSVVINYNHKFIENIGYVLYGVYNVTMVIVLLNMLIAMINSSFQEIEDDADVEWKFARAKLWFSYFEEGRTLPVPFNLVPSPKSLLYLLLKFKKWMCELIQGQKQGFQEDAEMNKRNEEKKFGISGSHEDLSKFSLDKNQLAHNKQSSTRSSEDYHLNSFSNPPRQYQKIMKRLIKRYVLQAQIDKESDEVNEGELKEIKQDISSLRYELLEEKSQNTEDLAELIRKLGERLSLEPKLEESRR
# SKKanGAS inh: S. pyogenes SKKanGAS growth inhibitors in kanamycin, primary screen, streptokinase expression inhibitor project, SKKanGAS strain, BacTiter-Glo luminescence. 6 h. inhibition, % at 7.5 µM. hit rate 1.3% among 300,000. AID 1662, 2009;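 active means mean replicate score, as percent of positive control median, at least 50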;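 further: strain carries kanamycin resistance gene driven by streptokinase promoter and grows in 40 µg/ml kanamycin; loss of luminescence reflects streptokinase promoter inhibition or plain growth inhibition; 0% = median of DMSO wells and 100% = positive control at its reference dose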
# RGS4 inh: RGS4 inhibitors, primary screen, cell-based, HEK293 M3R inducible RGS4, calcium flux | Regulator of G-protein signaling 4 (Homo sapiens), P49798 | Fluo-4 calcium flux; active compounds read high; triggered by carbachol at its EC20 | B-score at 10 µM | hit rate 0.45% among 310,000 | AID 463165, 2010;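 active means B-score, a plate-corrected calcium signal, over three deviations above library mean, with baseline fluorescence within five deviations of library mean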;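 further: RGS4 expression induced by doxycycline in cells with stable M3 receptor; B-score is computed from the integrated fluorescence ratio over baseline after carbachol; higher B-score means a larger calcium signal and so more RGS4 inhibition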
# MrgX1 antag: antagonists of human MrgX1 receptor, primary screen, HEK293 cells, Fluo-4 calcium flux | Mas-related G-protein coupled receptor member X1 (Homo sapiens), Q96LB2 | BAM8-22 antagonism; active compounds read low | B-score at 10 µM | hit rate 1.3% among 310,000 | AID 588676, 2011;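 active means calcium-response B-score plate-corrected more than 3 library SD below zero, starting fluorescence within 5 deviations, no agonist response on first addition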;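 further: peak minus trough fluorescence over baseline after final BAM8-22 challenge near maximal dose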
# TRPC6 inhibitor: mouse TRPC6 channel inhibitors, primary screen, cell-based, HEK293, membrane potential dye; AID 2553, 2010; B-score at 10 µM; hit rate 1.1% among 310,000; Short transient receptor potential channel 6 (Mus musculus), Q61143; ACh-evoked depolarization; active compounds read low;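 active means B-score under library mean minus 3 SD, initial fluorescence not abnormally high, positive integrated signal ratio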;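 further: B-score derived from integrated fluorescence ratio over the kinetic read; more negative B-score means stronger inhibition of depolarization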
# MrgX1 PAM: positive allosteric modulators of MrgX1, primary screen, HEK293 cells, Fluo-4 calcium flux; hit rate 0.63% among 310,000; FDSS; active compounds read high; AID 588675, 2011; B-score at 10 µM;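 active means plate-corrected calcium response at least 3 library SD above typical, normal starting fluorescence, not activating the receptor alone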;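 further: compound read alongside a low EC10 to EC30 dose of BAM8-22 agonist; peak minus trough fluorescence over baseline measured at the second addition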
# MrgX1 agonist: agonists of human MrgX1 receptor, primary screen, HEK293 cells, Fluo-4 calcium flux; hit rate 0.44% among 310,000; B-score at 10 µM; AID 588627, 2011; Fluo-4 calcium fluorescence, agonist mode; active compounds read high; Mas-related G-protein coupled receptor member X1 (Homo sapiens), Q96LB2;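 active means calcium response B-score plate-corrected fluorescence ratio at least 3 library SD, with starting fluorescence B-score inside 5 SD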
#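 Test system: HEK293 cells stably expressing human MrgX1 receptor; Input: fifteen thousand cells per well; Dosing: compound delivered in addition one of three; Schedule: overnight seeding, then 1 h dark dye loading; Technique: Fluo-4 NW calcium fluorescence; Measure: B-scored fluorescence response ratio; Controls: positive and negative controls per plate.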
# Active calls of the source: *; i = inactive; x = not tested or not shown. An excerpt. The share of hits here may be higher or lower than overall.
mol	TRPC6 inhibitor	SKKanGAS inh	Platelet DG rel	TRPC4 inh	MrgX1 PAM	TRPC6 activator	MrgX1 agonist	HIF act	MrgX1 antag	RGS4 inh	RGS4 act
CN1C(=O)c2ccccc2NC(=O)C1Cc1ccccc1 (stereo not drawn)	i	-2	0	i	i	i	i	0.4	i	i	i
Cc1ccc(-n2c(O)c(/C=N/N3CCCCCC3)c(=O)[nH]c2=O)cc1C	i	2	17	i	i	i	i	-0.1	i	i	i
Cc1ccc2nc(N3CCC(C(=O)N4CCC5(CC4)OCCO5)CC3)sc2c1	i	4	-1	i	i	i	i	1.8	i	i	i
COc1ccccc1OCCCn1cc(C(=O)c2ccco2)c2ccccc21	i	19	3	i	i	i	i	2.1	i	i	i
O=C(c1ccc(CS(=O)(=O)c2ccc(Br)cc2)o1)N1CCC2(CC1)OCCO2	i	-7	-4	i	i	i	i	0.1	i	i	i
O=C(Nc1ccccc1)c1cc([N+](=O)[O-])ccc1N1CCNCC1	i	21	0	i	i	i	i	0.0	i	i	i
O=C(NCc1ccc(C(=O)N2CCC3(CC2)OCCO3)cc1)c1ccc2c(c1)OCO2	i	4	1	i	i	i	i	-0.5	i	i	i
CCC(=NC1CC1)c1c(O)n(-c2ccc(OC)cc2)c(=O)[nH]c1=O	i	0	5	i	i	i	i	0.2	i	i	i
CN1CCC2(CC1)NC(=O)C1=C(CN(C)CC1)N2	i	-1	2	i	i	i	i	-0.1	i	i	i
CCOc1ccc(-n2c(O)c(N=Nc3c(C)n(C)n(-c4ccccc4)c3=O)c(=O)[nH]c2=O)cc1	i	2	-1	i	i	i	i	0.0	i	i	i
CN1C(=O)C(Cc2nc3ccccc3c(=O)n2-c2ccccc2)c2ccccc21 (stereo not drawn)	i	-1	8	i	i	i	i	0.5	i	i	i
Cc1ccc(CN2CCCN(Cc3ccc(C)cc3)S2(=O)=O)cc1	i	24	0	i	i	i	i	-28	i	i	i
O=C1C2C3CCC(O3)C2C(=O)N1c1cccc(F)c1 (stereo not drawn)	i	-3	1	i	i	i	i	-0.2	i	i	i
Cc1cc(OCC(=O)NC(Cc2ccc(Cl)cc2)C(=O)O)c2c3c(c(=O)oc2c1)CCCC3 (stereo not drawn)	i	11	-2	i	i	i	i	-0.1	i	i	i
O=c1[nH]c(=S)n(-c2ccccc2)c(O)c1C=NCCN1CCNCC1	i	1	3	i	i	i	i	-1.3	i	i	i
CCOP(=O)(OCC)C(O)c1ccc(Br)cc1 (stereo not drawn)	i	-1	0	i	i	i	i	-1.8	i	i	i
CCOc1ccc(NC(=O)c2c(O)[nH]c(=O)[nH]c2=O)cc1	i	12	56*	i	i	i	i	2.7	i	i	i
COc1ccc(-n2c(O)c(C(C)=NCCc3c[nH]c4ccccc34)c(=O)[nH]c2=O)cc1	i	-3	4	i	i	i	i	-0.4	i	i	i
CC1CCC(C(C)C)C(OP(N)(=O)c2ccccc2)C1 (stereo not drawn)	i	6	-5	i	i	i	i	-0.1	i	i	i
Cc1ccc(N2C(=O)NC(=O)/C(=C/c3ccc(-c4ccc(C(=O)O)c(Cl)c4)o3)C2=O)cc1	i	6	2	i	i	i	i	0.2	i	i	i
Cc1ccccc1-n1c(C)nc2sccc2c1=O	i	1	0	i	i	i	i	-0.1	i	i	i
COc1ccccc1/C=C1/C(=N/O)C2CCN1CC2	i	-7	8	i	i	i	i	-0.1	i	i	i
CNC(C(=O)c1ccccc1)C(OC(C)=O)c1cccc([N+](=O)[O-])c1 (stereo not drawn)	i	-1	11	i	i	i	i	-0.1	i	i	i
O=C1NC2NC(=O)N([N+](=O)[O-])C2N1 (stereo not drawn)	i	-2	21	i	i	i	i	-0.1	i	i	i
C[C@]12CCC(=O)CC1CCC1C2CC[C@]2(C)C(OC(=O)CCC(=O)O)CCC12 (stereo partly drawn)	i	2	x	i	i	i	i	-0.1	i	i	i
Cc1ccc(C(O)(C(=O)NNC(=O)CN2CCN(C)CC2)c2ccc(C)cc2)cc1	i	3	4	i	i	i	i	0.1	i	i	i
CN1CCCN(C(=O)COc2ccccc2Br)CC1	i	-5	-3	i	i	i	i	-0.3	i	i	i
N=C1c2ccccc2CN1NC(=O)C1CC1	i	-1	-3	i	i	i	i	-0.3	i	i	i
O=C1CC(=O)N(c2ccc(Cl)cc2)C(=O)N1	i	1	-5	i	i	i	i	0.3	i	i	i
CCCCCSc1cc(OC)c(CCN(C)C)cc1OC	-5.3*	0	-7	i	i	i	i	0.3	i	i	-7.7*
COc1ccccc1N(CC(=O)NC1CCCC1)C(=O)c1cnn(C(C)C)c1	i	16	-1	i	i	i	i	0.0	i	i	i
CCN1C(=O)C(=C2C=C(C)N(Cc3ccco3)C(C)=C2)C(=O)N(CC)C1=S	i	0	-6	i	i	i	i	0.2	i	i	i
CN1CCc2nc(SCc3cccc(Br)c3)c(C#N)cc2C1	i	-2	0	i	i	i	i	4.5	-4.7*	i	i
O=[N+]([O-])c1ccccc1CNCCc1ccc(F)cc1	i	14	8	i	i	i	i	0.9	i	i	i
COc1cccc(-n2c(CN3CCN(C)CC3)nc3ccc([N+](=O)[O-])cc3c2=O)c1	i	-6	-21	i	i	i	i	0.0	i	i	i
Cc1ccsc1C(=O)C1CCCN(Cc2cnc(N3CCCC3)s2)C1 (stereo not drawn)	i	8	1	i	i	i	i	0.0	i	i	i
c1ccc2nc(OCCN3CC3)ccc2c1	i	-1	6	i	i	i	i	-0.6	i	i	i
COc1ccc(-n2nc(C(=O)NCC(=O)N3CCC4(CC3)OCCO4)c3ccccc3c2=O)c(OC)c1	i	-1	-24	i	i	i	i	1.3	i	i	i
O=C(N/N=C/c1c(O)n(CCc2ccc(F)cc2)c(=O)[nH]c1=O)c1ccncc1	i	10	-23	i	i	i	i	-0.5	i	i	i
O=C1NC(=O)C(CCc2ccncc2)(Cc2cccc(Cl)c2Cl)C(=O)N1c1ccc(Br)cc1 (stereo not drawn)	i	18	1	i	i	i	i	0.5	i	i	i
CO[C@H]1[C@@H](OC)CC(OC2OC(CO)C(O)C(O)C2O)/C(=C\C#N)[C@@H]1O (stereo partly drawn)	i	0	0	i	i	i	i	1.1	i	i	i
c1cncc(C2CCCCN2)c1 (stereo not drawn)	i	7	2	i	i	i	i	0.3	i	i	i
CC(C)N1OC2CC1c1nc3ccccc3n1C2 (stereo not drawn)	i	2	2	i	i	i	i	0.0	i	i	i
N#CC(C#N)=Cc1ccc(N2CCOCC2)cc1	i	-9	-2	i	i	i	i	0.0	i	i	i
CN1CCc2c([nH]c3ccccc23)C1	i	-1	0	i	i	i	i	0.0	i	i	i
CCC1=Nc2cc(C(=O)N3CCC4(CC3)OCCO4)ccc2Sc2ccc(Br)cc21	i	-15	-5	i	i	i	i	1.1	i	i	i
CC(C)OC(=O)c1c(N)n(CC2CCCO2)c2nc3ccccc3nc12 (stereo not drawn)	i	4	-8	i	i	i	i	0.0	i	i	i
COc1cc(CC2C(=O)N(C)C(=O)N(C)C2=O)ccc1OCc1ccccc1	i	-8	-4	i	i	i	i	1.5	i	i	i
Cc1nn(Cc2ccccc2Cl)c(C)c1C(=O)NC1CCCc2ccccc21 (stereo not drawn)	i	3	1	i	i	i	i	x	i	i	i
Nc1ccccc1C(=O)OCC(=O)c1ccc2c(c1)OCCO2	i	2	27	i	i	i	i	-1.8	i	i	i
CCc1cc2c(s1)NC(=O)CN=C2c1cccs1	i	0	-1	i	i	i	i	0.0	i	6*	i
COCCOC(=O)c1c(C)oc2ccc(OC(=O)N(C)C)cc12	i	5	10	i	i	i	i	0.4	i	i	i
O=C(NC1CN2CCC1CC2)c1cc(Cl)c([N+](=O)[O-])c2nc[nH]c12 (stereo not drawn)	-5.9*	1	-5	i	i	i	i	0.2	i	i	i
CCCCn1c(NC(=O)c2ccco2)c(C(=O)OCC)c2nc3ccccc3nc21	i	15	1	i	i	i	i	1.6	i	i	i
CC1CCN(CCc2nc3ccccc3[nH]2)CC1	i	8	-1	i	i	i	i	-1.5	i	i	i
CCn1ccnc1CN1CCCC(C(=O)c2cc(C)c(OC)c(C)c2)C1 (stereo not drawn)	i	7	2	i	i	i	i	-0.5	i	i	i
Cc1[nH]c2ccccc2c1CCNCc1cccnc1	i	0	11	i	i	i	i	-0.1	i	i	i
CCN(CC)C(=O)c1ccc(NC(=O)c2cccc(S(=O)(=O)N3CCN(Cc4ccccc4)CC3)c2)cc1	i	-6	0	i	i	i	i	0.5	i	i	i
COC(=O)C1=C(c2ccc(S(C)(=O)=O)cc2)C[C@@H]2CC[C@H]1N2C(=O)NCc1ccccc1	i	2	-3	i	i	i	i	0.0	i	i	i
C=CC1CN2CCC1CC2C(OC(C)=O)c1ccnc2ccc(OC)cc12 (stereo not drawn)	i	2	-8	i	i	i	i	-0.5	i	i	i
O=c1[nH]c(=O)n(-c2ccc(Cl)cc2)c(O)c1C=NCCN1CCCCC1	i	-7	-4	i	i	i	i	-1.0	i	i	i
FC(F)(F)c1ccccc1N1CC1c1ccncc1 (stereo not drawn)	i	5	-2	i	i	i	i	-4.9	i	i	i
